Screens (PubChem)
PAD4 FP inh – human PAD4 inhibitors, primary screen, biochemical, fluorescence polarization, 1536-well format; inhibition, % at 6.36 µM; AID 485272, 2010; recombinant PAD4, RCA probe fluorescence polarization; Protein-arginine deiminase type-4 (Homo sapiens), Q9UM07; actives 0.41% (n = 330,000);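 active means percent inhibition above a cutoff equal to the mean of all tested compounds plus 3 SD, cut at about 15% in these data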;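 further: 0% = PAD4 with RCA probe and DMSO and 100% = probe without PAD4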
Target sequence (Q9UM07 whole entry, looked up): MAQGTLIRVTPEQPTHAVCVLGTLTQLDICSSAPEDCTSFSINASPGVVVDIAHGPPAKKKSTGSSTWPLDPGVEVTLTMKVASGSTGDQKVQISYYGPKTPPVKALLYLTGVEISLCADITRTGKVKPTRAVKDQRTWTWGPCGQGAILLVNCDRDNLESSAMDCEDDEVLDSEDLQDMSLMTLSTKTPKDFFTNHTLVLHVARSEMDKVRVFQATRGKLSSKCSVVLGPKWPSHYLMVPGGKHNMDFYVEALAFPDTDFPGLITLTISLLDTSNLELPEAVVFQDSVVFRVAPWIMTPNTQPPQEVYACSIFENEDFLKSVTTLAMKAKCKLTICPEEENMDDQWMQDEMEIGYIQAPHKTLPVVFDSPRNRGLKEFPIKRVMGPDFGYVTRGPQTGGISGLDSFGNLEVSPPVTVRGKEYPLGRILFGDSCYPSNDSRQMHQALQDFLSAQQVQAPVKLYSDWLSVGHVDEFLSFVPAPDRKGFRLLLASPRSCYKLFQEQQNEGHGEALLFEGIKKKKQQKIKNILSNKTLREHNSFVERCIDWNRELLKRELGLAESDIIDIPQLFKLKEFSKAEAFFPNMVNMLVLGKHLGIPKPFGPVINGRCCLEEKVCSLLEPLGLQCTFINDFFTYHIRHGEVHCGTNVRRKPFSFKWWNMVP
EBNA-1 inhibitor – EBNA-1 DNA-binding inhibitors, primary screen, biochemical, fluorescence polarization; inhibition, % at 14.8 µM; actives 0.34% (n = 300,000); AID 1950, 2009; in the data active means inhibition above about 28%
PREPL inhibitor – PREPL enzyme inhibitors, primary screen, biochemical, fluorescence polarization; Prolyl endopeptidase-like (Homo sapiens), Q4J6C6; AID 2751, 2010; actives 0.68% (n = 320,000); recombinant PREPL, fluorescence polarization activity-based probe; inhibition, % at 5.96 µM; in the data active means inhibition above about 43%;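 further: 0% = enzyme with DMSO and 100% = wells lacking enzyme; many of its hits are not listed in these tables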
LYPLA2 counter – LYPLA2 inhibitors, primary screen, counter-screen for PME1 inhibitor project, biochemical, fluorescence polarization, FP-Rh probe ABPP; Acyl-protein thioesterase 2 (Homo sapiens), O95372; recombinant LYPLA2; inhibition, % at 5.9 µM; actives 0.38% (n = 320,000);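 active means inhibition above the screen-wide mean plus 3 SD, limit set per campaign, cut at about 26% in these data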;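 further: 0% = LYPLA2 with DMSO and 100% = wells lacking LYPLA2 enzyme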
Target sequence (O95372 whole entry, looked up): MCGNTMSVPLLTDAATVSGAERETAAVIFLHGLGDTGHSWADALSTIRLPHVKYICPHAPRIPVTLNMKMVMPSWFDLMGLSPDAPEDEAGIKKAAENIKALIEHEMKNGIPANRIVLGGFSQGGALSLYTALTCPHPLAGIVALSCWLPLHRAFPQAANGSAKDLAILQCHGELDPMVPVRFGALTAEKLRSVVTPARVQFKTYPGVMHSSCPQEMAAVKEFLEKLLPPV
PAFAH1B3 inh – PAFAH1B3 enzyme inhibitors, primary screen, biochemical, fluorescence polarization, human; Platelet-activating factor acetylhydrolase IB subunit alpha1 (Homo sapiens), Q15102; recombinant PAFAH1B3, FP-rhodamine probe; inhibition, % at 3.39 µM; actives 0.28% (n = 340,000);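 active means inhibition above the screen-wide average of all tested compounds plus 3 SD, cut at about 25% in these data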;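 further: 0% = enzyme with DMSO only and 100% = wells lacking PAFAH1B3 protein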
ZTA counter – counter-screen for EBNA-1 inhibitors: inhibitors of Epstein-Barr virus ZTA; ZTA-DNA binding, fluorescence polarization; inhibition, % at 11 µM; AID 2234; P03206; actives 0.15% (n = 320,000); in the data active means inhibition above about 33%
PAFAH2 inh – PAFAH2 enzyme inhibitors, primary screen, biochemical, fluorescence polarization, human; Platelet-activating factor acetylhydrolase 2, cytoplasmic (Homo sapiens), Q99487; recombinant PAFAH2, FP-rhodamine activity probe; actives 0.99% (n = 340,000); inhibition, % at 3.39 µM; AID 492956, 2010;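 active means inhibition above the mean over all tested compounds plus 3 SD, cut at about 30% in these data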;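 further: inhibitors block probe labeling of enzyme so polarization drops; 0% = enzyme with DMSO and 100% = wells lacking PAFAH2 protein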
GSTO1 counter – inhibitors of recombinant GSTO1, primary screen, counter-screen for RBBP9 inhibitor project, biochemical, fluorescence polarization | activity-based probe fluorescence polarization | inhibition, % at 5.96 µM | actives 1.1% (n = 300,000);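 active means inhibition above the campaign mean inhibition plus 3 SD, cut at about 35% in these data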;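 further: 0% = GSTO1-1 with DMSO and 100% = wells lacking GSTO1-1 enzyme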
LYPLA1 inh – LYPLA1 inhibitors, primary screen, counter-screen for PME1 inhibitor project, biochemical, fluorescence polarization, FP-Rh probe ABPP; Acyl-protein thioesterase 1 (Homo sapiens), O75608; inhibition, % at 5.9 µM; actives 0.16% (n = 320,000); recombinant LYPLA1;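 active means inhibition above the mean of all tested compounds plus 3 SD, set per campaign, cut at about 14% in these data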;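 further: inhibitors block serine hydrolase probe labeling of LYPLA1 so polarization falls; 0% = enzyme with DMSO and 100% = wells lacking LYPLA1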
* hit, by the source's call. Only part of the results is shown; count on the stated rates, not on these rows.

SMILES	PAD4 FP inh	EBNA-1 inhibitor	PREPL inhibitor	LYPLA2 counter	PAFAH1B3 inh	ZTA counter	PAFAH2 inh	GSTO1 counter	LYPLA1 inh
CN(C)S(=O)(=O)c1cccc(-n2sc3ccccc3c2=O)c1	27*	-18	13	0	-6	-14	0	-7	3
Cc1[nH]c2ccccc2c1C(=O)C(=O)N1CC=C(c2ccccc2)CC1	-2	3	-34	-3	4	14	-3	-4	-2
NS(=O)(=O)c1ccc(NC(=O)c2cc(Cl)sc2Cl)cc1	-2	9	4	-2	9	3	2	-2	-2
NC(=S)N/N=C/c1cccc(/C=N/NC(N)=S)c1	4	9	1	4	-1	4	-11	-9	-2
Cc1cc(CN2CCC(N3CCC(C(=O)NC4CC4)CC3)CC2)cc(C)c1O	-6	1	0	1	0	7	0	19	0
COc1ccc(C(=O)N2CCN(c3cccc(Cl)c3)CC2)c(OC)c1	-2	2	20	2	8	-9	6	-3	1
NC(=O)c1cc2ccncc2c2ccccc12	-3	-3	8	-3	7	-2	3	-6	1
Cn1c(=O)c2c(ncn2CC(=O)Nc2ccccc2Sc2ccccc2)n(C)c1=O	0	9	24	1	1	-18	-1	-1	-1
O=C(COc1ccccc1Cl)NNC(=O)c1cc(S(=O)(=O)N2CCOCC2)ccc1N1CCCC1	-3	3	4	-5	2	-1	-2	-1	3
CCCOc1ccc(NC(=O)C2CCCNC2=O)cc1 (stereo not drawn)	1	11	7	1	6	2	1	4	1
COc1ccc(/C=C2/NC(=O)N(Cc3ccccc3F)C2=O)cc1OC	-3	-21	-4	4	-3	-5	3	-3	2
Cc1ccc(C(=O)OCCN2CCN(c3ncc(C(F)(F)F)cc3Cl)CC2)cc1	-1	4	-4	0	6	-7	3	-1	4
Cc1cc(O)c(Sc2ccc(Cl)cc2)c(=O)[nH]1	1	17	-5	-1	11	7	11	0	-2
Cc1cc(C(=O)CCC(=O)N(C)CC(=O)Nc2c(Cl)cccc2Cl)c(C)s1	-4	-6	-11	3	-4	-10	1	3	3
CCOC(=O)CSc1nc2cc(C(=O)N3CCC(C(N)=O)CC3)ccc2c(=O)n1C1CCCCC1	0	-1	-1	-6	-3	-3	-7	1	2
COc1cc(C)nc(N2CCCC(C(=O)Nc3cc(Cl)ccc3OC)C2)n1 (stereo not drawn)	-2	-2	-13	2	5	10	-1	-3	-1
CCc1ccc(-c2nnn(CCC#N)n2)cc1	0	1	-5	-6	2	-3	-3	-5	-1
COC(=O)C(Cc1cnc(Cl)s1)(C(=O)OC)c1ccc([N+](=O)[O-])cc1[N+](=O)[O-]	-3	5	11	7	4	-7	-6	5	5
CCc1cccc(CC)c1NC(=S)NCc1ccc2[nH]c(C)cc2c1	-5	-2	-3	-1	6	7	-3	1	-2
COc1ccc(C(CNC(=O)C(Cc2ccccc2)NC(N)=O)N(C)C)cc1 (stereo not drawn)	2	-4	18	-1	-5	-1	1	1	-5
CC(C)(C)NC(=S)Nc1ccc(Br)cc1	-2	-1	14	15	9	-9	2	6	3
O=C1c2ccc(-c3ccc4c(c3)C(=O)N(CCCO)C4=O)cc2C(=O)N1CCCO	1	4	9	2	-6	11	0	4	0
Cc1cccc(NC(=O)CSc2ccc(-c3ccco3)nn2)c1C	0	-3	7	6	7	-23	6	2	4
COc1ccc(NC(=O)CC2CC3CCC2C3)cn1 (stereo not drawn)	0	2	-12	1	3	-12	1	-2	3
Cc1cccc(C)c1OCC(=O)N(Cc1ccc(Cl)cc1)C1CCS(=O)(=O)C1 (stereo not drawn)	2	2	7	-10	3	16	-2	0	0

Additional structures follow:
SMILES	PAD4 FP inh	EBNA-1 inhibitor	PREPL inhibitor	LYPLA2 counter	PAFAH1B3 inh	ZTA counter	PAFAH2 inh	GSTO1 counter	LYPLA1 inh
Cc1cc(C)cc(NC(=O)NCc2c(-c3ccccc3)noc2C)c1	-1	-3	-7	7	8	-8	-1	1	2
C=CCN1C(=O)/C(=C\C(C)=C\c2ccccc2)SC1=S	-4	1	-8	-2	6	-12	-2	2	0
O=C(NCC(c1cccnc1)N1CCN(c2ccccc2F)CC1)c1ccco1 (stereo not drawn)	3	6	7	-9	7	6	0	-6	-1
COc1cccc(C(=O)Nc2cccc3ccccc23)c1OC	1	-3	-6	-3	12	6	2	1	-5
O=C(Cc1ccccc1)NNC(=O)Nc1ccc(Cl)c(Cl)c1	-2	14	-4	-7	-1	5	10	3	-1
COc1ccc(NC2CCCN(C(=O)CCN3CCCC3=O)C2)cc1OC (stereo not drawn)	-1	7	2	1	13	2	-6	-5	2
O=C(O)c1ccc(Cn2cnc3cccnc32)cc1	7	5	-1	-5	6	-5	-1	8	1
C/C(N)=C(/C#N)C(=O)CSc1nc2scc(-c3ccc(F)cc3)c2c(=O)n1C	-4	-5	11	8	-7	-11	-7	-5	-2
O=S(=O)(Cc1ccccc1)N1CCN(Cc2ccccc2)CC1	-2	5	8	0	9	10	-7	0	1
Cc1ccc(NC(=O)CSc2nc3c(cc2C#N)C(=O)CCC3)cc1S(=O)(=O)N(C)C	4	-3	-2	-7	5	-7	6	-2	-1
Cc1onc(-c2c(F)cccc2Cl)c1C(=O)Nc1ccccc1N1CCOCC1	-1	-12	25	0	3	-4	-3	5	0
O=C(CCc1n[nH]c(=O)[nH]c1=O)N1CCCCC1	-1	-4	13	-7	7	-6	7	2	1
CCCNc1nc2c(c(=O)n(C)c(=O)n2C)n1CCC(C)C	2	-18	7	-7	1	1	9	5	-3
COC(=O)C1=C[C@@H](C(=O)OC)[C@@H]2C3=C(C(=O)[C@]2(C)NC(=O)c2ccccc2)[C@H](C)n2c(=O)n(-c4ccccc4)c(=O)n2[C@@H]3C1	5	4	-8	1	0	-11	-6	0	3
COc1ccc(N2C(=O)CC(Cc3ccccc3OC)C2=O)cc1 (stereo not drawn)	-2	-13	10	-3	4	5	1	10	1
CCCCCN(C(=O)COC(=O)CSc1ccc([N+](=O)[O-])cc1)c1c(N)n(CCCC)c(=O)[nH]c1=O	2	2	12	4	-1	4	-5	1	2
O=C(CSc1ccc(-c2ccccn2)nn1)Nc1cccc(F)c1	3	9	34	1	6	-12	-6	-1	4
CC(C)Cc1ccc(C(C)C(=O)Nc2ccc(O)cc2)cc1 (stereo not drawn)	2	-9	1	3	3	-3	-9	-1	-2
CCOc1cc(/C=N/NC(=O)Cc2ccc(C(F)(F)F)cc2[N+](=O)[O-])ccc1O	3	-5	18	2	-2	-1	0	-2	-1
O=C(NCCc1ccccc1)c1ccnc(/C=N/O)c1	-1	8	7	2	10	2	3	3	0
CCn1c(CC(=O)Nc2ccccc2F)nnc1SCC(=O)Nc1nncs1	1	4	-3	1	17	-5	-3	8	-6
Cc1onc(-c2ccccc2)c1C(=O)OCC(=O)NCc1ccc(F)cc1	-4	-5	-3	-3	7	4	13	0	1
Cc1onc(-c2ccccc2)c1C(=O)Nc1nc(-c2ccc(F)c(F)c2)cs1	0	8	-32	-22	1	1	12	0	-12

Gathered by group: the entries above containing four or more nitrogen atoms.
SMILES	PAD4 FP inh	EBNA-1 inhibitor	PREPL inhibitor	LYPLA2 counter	PAFAH1B3 inh	ZTA counter	PAFAH2 inh	GSTO1 counter	LYPLA1 inh
NC(=S)N/N=C/c1cccc(/C=N/NC(N)=S)c1	4	9	1	4	-1	4	-11	-9	-2
Cn1c(=O)c2c(ncn2CC(=O)Nc2ccccc2Sc2ccccc2)n(C)c1=O	0	9	24	1	1	-18	-1	-1	-1
O=C(COc1ccccc1Cl)NNC(=O)c1cc(S(=O)(=O)N2CCOCC2)ccc1N1CCCC1	-3	3	4	-5	2	-1	-2	-1	3
CCOC(=O)CSc1nc2cc(C(=O)N3CCC(C(N)=O)CC3)ccc2c(=O)n1C1CCCCC1	0	-1	-1	-6	-3	-3	-7	1	2
COc1cc(C)nc(N2CCCC(C(=O)Nc3cc(Cl)ccc3OC)C2)n1 (stereo not drawn)	-2	-2	-13	2	5	10	-1	-3	-1
CCc1ccc(-c2nnn(CCC#N)n2)cc1	0	1	-5	-6	2	-3	-3	-5	-1
COc1ccc(C(CNC(=O)C(Cc2ccccc2)NC(N)=O)N(C)C)cc1 (stereo not drawn)	2	-4	18	-1	-5	-1	1	1	-5
O=C(NCC(c1cccnc1)N1CCN(c2ccccc2F)CC1)c1ccco1 (stereo not drawn)	3	6	7	-9	7	6	0	-6	-1
C/C(N)=C(/C#N)C(=O)CSc1nc2scc(-c3ccc(F)cc3)c2c(=O)n1C	-4	-5	11	8	-7	-11	-7	-5	-2
Cc1ccc(NC(=O)CSc2nc3c(cc2C#N)C(=O)CCC3)cc1S(=O)(=O)N(C)C	4	-3	-2	-7	5	-7	6	-2	-1
O=C(CCc1n[nH]c(=O)[nH]c1=O)N1CCCCC1	-1	-4	13	-7	7	-6	7	2	1
CCCNc1nc2c(c(=O)n(C)c(=O)n2C)n1CCC(C)C	2	-18	7	-7	1	1	9	5	-3
COC(=O)C1=C[C@@H](C(=O)OC)[C@@H]2C3=C(C(=O)[C@]2(C)NC(=O)c2ccccc2)[C@H](C)n2c(=O)n(-c4ccccc4)c(=O)n2[C@@H]3C1	5	4	-8	1	0	-11	-6	0	3
CCCCCN(C(=O)COC(=O)CSc1ccc([N+](=O)[O-])cc1)c1c(N)n(CCCC)c(=O)[nH]c1=O	2	2	12	4	-1	4	-5	1	2
O=C(CSc1ccc(-c2ccccn2)nn1)Nc1cccc(F)c1	3	9	34	1	6	-12	-6	-1	4
CCn1c(CC(=O)Nc2ccccc2F)nnc1SCC(=O)Nc1nncs1	1	4	-3	1	17	-5	-3	8	-6

Ordered by length of the SMILES (largest number first): part of the list above.
SMILES	PAD4 FP inh	EBNA-1 inhibitor	PREPL inhibitor	LYPLA2 counter	PAFAH1B3 inh	ZTA counter	PAFAH2 inh	GSTO1 counter	LYPLA1 inh
CCn1c(CC(=O)Nc2ccccc2F)nnc1SCC(=O)Nc1nncs1	1	4	-3	1	17	-5	-3	8	-6
Cc1cc(C)cc(NC(=O)NCc2c(-c3ccccc3)noc2C)c1	-1	-3	-7	7	8	-8	-1	1	2
C=CCN1C(=O)/C(=C\C(C)=C\c2ccccc2)SC1=S	-4	1	-8	-2	6	-12	-2	2	0
